MITF TRPM1 inh: inhibitors of MITF-driven TRPM1 promoter in melanoma cells; SK-MEL-5 TRPM1 promoter luciferase, 24 h; inhibition, % at 12.5 µM; hit rate 0.83% among 330,000; AID 488899;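 active means mean inhibition across replicates of 60% or more, whatever share of single replicates reaches that level; inconclusive means some that reach 60%, reason not given; inactive means mean inhibition across replicates below 60%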; further: values of inactives mirror those of a sister screen read the other way
Peg3 prom inh: inhibitors of Peg3 promoter | HeLa PEG-Prom luciferase reporter, luminescence, overnight | inhibition, % at 20 µM | hit rate 1.7% among 360,000;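 active means inhibition of at least 50% at 20 µM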
C8 TRAIL sens: caspase-8 TRAIL sensitization | hit rate 1% among 360,000 | NB7+C8 cells + TRAIL, ATPlite viability luminescence | inhibition (viability loss, TRAIL sensitization), % at 10 µM;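 active means compounds causing at least 50% loss of cell viability in the single-dose screen, relative to plate controls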
NR2E3 ag-1: NR2E3 (human) agonism. hit rate 0.12% among 320,000. inhibition of corepressor binding, % at 4.78 µM. AID 2300. GST-NR2E3/biotin-RetCOR TR-FRET, 1536-well;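 active means percent inhibition above the cutoff of mean plus 3 SD of all tested compounds, set per screening campaign, cut at about 20% in these data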;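 further: 0% = DMSO wells and 100% = biotin wells as full block of FRET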
Target sequence (Q9Y5X4 whole entry, looked up): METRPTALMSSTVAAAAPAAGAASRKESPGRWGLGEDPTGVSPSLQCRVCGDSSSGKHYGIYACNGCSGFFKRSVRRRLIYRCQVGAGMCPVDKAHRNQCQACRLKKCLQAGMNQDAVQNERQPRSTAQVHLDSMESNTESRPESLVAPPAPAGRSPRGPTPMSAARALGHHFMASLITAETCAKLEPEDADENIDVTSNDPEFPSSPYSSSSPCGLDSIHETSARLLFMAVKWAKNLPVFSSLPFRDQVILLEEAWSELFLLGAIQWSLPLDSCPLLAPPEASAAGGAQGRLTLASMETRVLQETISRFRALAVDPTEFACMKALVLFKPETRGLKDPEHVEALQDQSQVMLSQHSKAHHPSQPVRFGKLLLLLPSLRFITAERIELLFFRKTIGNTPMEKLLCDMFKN
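System: GST-tagged NR2E3 plus biotinylated RetCOR corepressor; Amount: 1.35 nM GST-tagged NR2E3 final; Dosing: single nominal compound dose of 4.8 µM; Schedule: 5 h incubation at 4 °C; Technique: TR-FRET with europium anti-GST and streptavidin-D2, 340 nm excitation; Controls: biotin wells as high control, 0.6% DMSO wells as low control.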
EBV LMP1 NFkB: reduces LMP1-driven NF-kappaB luciferase signal. LMP1-induced NF-kappaB luciferase reporter cells, luminescence. inhibition, % at 12.5 µM. hit rate 0.69% among 350,000; in the data active means inhibition above about 41%; inconclusive means no clear call, values can overlap the other calls;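 further: 0% = neutral control wells and 100% = reference inhibitor control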
Shn3 inh set2: Schnurri-3 reporter inhibition in Clone20 osteoblasts | inhibition, % at 12.5 µM | Clone20 osteoblast Shn3 3'UTR firefly luciferase, 24 h | AID 588674 | hit rate 0.52% among 360,000;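 active means mean inhibition of at least 75% with every replicate also reaching 75%; inconclusive means mean inhibition at least 75% but some replicate below; inactive means mean inhibition below 75%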;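 further: 0% = median of neutral control wells and 100% = pilot-screen positive control compound; some compounds past the cut are filed as inactive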
CF NFkB inh: inhibitors of cystic fibrosis induced NF-kB; inhibition, % at 5 µM; KKLEB NF-kB-GFP reporter, PAF-induced, GFP fluorescence overnight; AID 588850; hit rate 0.86% among 360,000;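 active means at least 50% inhibition at 5 µM, scaled per plate between neutral and stimulator controls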;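 further: PAF is a Pseudomonas aeruginosa culture filtrate used as stimulus; plate controls were PAF-stimulated DMSO wells for no effect and unstimulated DMSO wells for full effect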
NR2E3 ag-2: activates human NR2E3 receptor | CHO-S Gal4-NCOR/VP16-NR2E3 two-hybrid, luciferase | inhibition of corepressor binding, % at 3.98 µM | hit rate 0.35% among 360,000 | AID 602229;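 active means inhibition above the mean of all tested compounds plus 3 SD, cut at about 70% in these data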;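 further: 0% = DMSO with NR2E3 transfected cells and 100% = cells lacking NR2E3 construct; higher means lower luciferase signal from less NR2E3 corepressor binding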
HIF-2a inh: HIF-2a inhibition | 786-0 RCC cells HIF-2a reporter, luciferase luminescence, overnight | inhibition, % at 18.8 µM | hit rate 0.72% among 360,000 | AID 624352;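 active means inhibition of the luminescence signal of 40% or more relative to plate controls, in a single-dose primary screen at 18.75 µM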
KKLEB tox: CF airway cell cytotoxicity counter-screen; KKLEB CF airway cells viability, ATPlite luminescence, overnight; hits give low values; cells stimulated with P. aeruginosa culture filtrate; activity change (cytotoxicity), % at 5 µM; hit rate 0.36% among 360,000; AID 602141;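 active means corrected activity change at or below -50% at 5 µM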
hiPSC survival: increases survival of single human iPS cells; hit rate 0.044% among 360,000; AID 602274; hiPSC single-cell survival, ATPlite luminescence; 100% = ROCK inhibitor wells, 0% = DMSO; survival enhancement, % at 20 µM; in the data active means survival enhancement above about 18%;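 further: cells exposed to compounds for 16 hours before the ATP read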
* marks the source's active call; other numbers are inactive results; ? = inconclusive; / = not tested or not shown; & = joins results of further samples. Only part of the results is shown, so the mix of outcomes need not match the whole.

Value order: EBV LMP1 NFkB, Shn3 inh set2, Peg3 prom inh, KKLEB tox, hiPSC survival, MITF TRPM1 inh, NR2E3 ag-2, CF NFkB inh, HIF-2a inh, C8 TRAIL sens, NR2E3 ag-1
Cc1cc(C)cc(Nc2nc3ccc(C)cc3n3cnnc23)c1
→ 2, -12, -2, -8, 0.3, 7, -4, 11, -12, 1, -2
Cc1ccc2c(c1)OC(c1ccc3c(c1)OCCO3)CC2=O (configuration not stated)
→ -18, -16, -291, 4, 0.4, -46, -29, 12, -155, 17, 1
CCCS(=O)(=O)c1ccc(COC(=O)c2cccc(NC(=O)C(C)C)c2)cc1
→ 4, 20, 23, 11, -1.4, -18, 6, -20, 15, -2, -4
CC(C)(C)c1ccc(S(=O)(=O)N(CCCN2CCOCC2)Cc2cccs2)cc1
→ -5, 3&6, 7&29, -7&-23, -0.7&0.2, -14, 30&9, -13&10, 15&22, -9&9, -2
Cc1c(N/N=C(\C#N)C(=O)c2ccc(Cl)cc2)c(=O)n(-c2ccccc2)n1C
→ -5, 90*, 43, 7, -0.4, 51, 17, 12, 26, 23, 1
CC1(C(=O)OCC(=O)NC(=O)c2ccccc2)CC1(Cl)Cl (configuration not stated)
→ -13, -4, 6, 6, -0.2, 0, -5, -17, 7, -11, 3
COc1cccc(C2c3[nH]c4ccccc4c3CCN2Cc2cnc(C)s2)c1OC (configuration not stated)
→ 9, 59, 13, -11, -0.2, 51, -33, 8, 8, -2, -2
CCCN(CCC)C(=O)CSc1nc2n[nH]c(C)c2c(=N)n1-c1ccc(OCC)cc1
→ -13, /, 25, 11, 8.2, 23, 19, -8, 10, 11, 2
O=C1CCCN1CCCNc1ccc2nnc(CCC(=O)N3CCN(c4ccc(F)cc4)CC3)n2n1
→ 5, -20, -13, 3, -0.2, -7, -8, 2, 10, -5, -1
CCOc1ccccc1C(=O)NCC(=O)Nc1ccc(-c2ccccc2)cc1
→ -8, -19, -8, -4, -0.1, 20, -11, -21, -13, 0, 2
CC(=O)c1cccc(NC(=O)c2ccc(NC(=O)CC3SC(N4CCCCC4)=NC3=O)cc2)c1 (configuration not stated)
→ -4, -6, -11, 13, -0.4, -2, -15, -18, 17, -10, -1
O=C(CCN=C1NS(=O)(=O)c2ccccc21)OCc1nnc(-c2ccccc2)o1
→ -4, -11, -63, -12, -0.5, 1, 4, 14, -50, 24, -1
CCOC(=O)/C(=C/C=C1\Sc2ccccc2N1CC)C(C)=O
→ 14, 28, -5, 2, -3.0, -3, -43, -10, -45, -1, -5
NC(=O)c1c(NC(=O)COC(=O)CSc2nnc(-c3ccc(Cl)cc3)o2)sc2c1CCC2
→ 0, -5, -7, 2, -3.9, 15, -23, 12, 22, 4, 2
CCCCN(CCCC)S(=O)(=O)c1ccc(C(=O)Nc2nnc(COC)o2)cc1
→ 19, 19, 17, -2, 6.5, 10, 8, -12, 6, 18, -1
COC(=O)CSc1nc(C)c(C)c(C)c1C(N)=O
→ -2, 1, 12, 2, -1.6, -3, 4, -18, 5, 7, 0
CSCCC(NC(=O)c1ccc(C(C)(C)C)cc1)C(=O)O (configuration not stated)
→ -8, 1, 9, 20, 1.6, -12, -5, -6, -10, -3, -1
O=C(C1CCC1)N1CCN(c2ccc(Cl)cc2)CC1
→ -6, -13, -48, 5, 1.1, -10, -23, -4, -49, 2, /
Cc1ccc(CSCCNC(=O)c2ccc(Cl)c(S(=O)(=O)N3CCOCC3)c2)cc1
→ 11, 31, 14, -4, 3.0, 4, -15, 7, 8, 7, 3
CCCCNc1cccc2c1S(=O)(=O)N(CCCC)CC(COCc1ccccc1)O2 (configuration not stated)
→ 4, ?, 9, 4, 1.8, 6, -1, -14, 9, 4, /
CC[n+]1c(/C=C/N(C)c2ccccc2)oc2ccccc21
→ 34, 74, 16, -13, -0.5, 53, -19, -7, 7, 28, 4
CN(C)c1ccc(C(=O)c2ccc(O)cc2O)cc1
→ -8, -81, -219, 10, -1.0, -56, -90, 10, -142, 3, 1
CCc1nc2nc(C)c(NS(=O)(=O)c3ccc4c(c3)CCCC4)c(=O)n2[nH]1
→ 3, -7, 4, 4, -0.1, -8, -31, 7, 12, -14, 5
O=C(Nc1ccc(Oc2ccccc2)nc1)C1CCN(Cc2ccco2)CC1
→ 0, 10, 29, 11, 0.8, 10, 4, 10, 10, -7, 2
Cn1c(SCc2ccc(Br)cc2)nc2ccccc2c1=O
→ 6, 45, 13, 5, -0.2, 6, 31, 8, 9, 21, -1
CCC(C)c1ccccc1NC(=O)COC(=O)CCc1cc(OC)c(OC)c(OC)c1 (configuration not stated)
→ 0, -5, -4, -18, 0.8, 1, 1, -6, 8, -11, -6
C=CCn1c(=S)[nH]c2cc(C(=O)NCCc3ccc(S(N)(=O)=O)cc3)ccc2c1=O
→ -2, -10, 14, -7, -1.2, 1, 21, -9, 15, -3, 0
CCOc1cccc(C(=O)Nc2ccc(N3CCN(S(C)(=O)=O)CC3)cc2)c1
→ 7, -5, 11, -13, -2.2, -7, 12, -2, 10, -13, 0
Cn1ncc(=S)[nH]c1=S
→ -4, 10, 5, 6, 3.7, 5, -15, -2, 5, 2, /
COc1ccc(Oc2cc(Cl)nc(N)n2)cc1
→ -3, -7, 16, -1, 2.5, -1, -7, 23, 20, -2, 5
COc1ccc(C2CC(C(F)(F)F)n3nc(C(=O)N(C)Cc4cn(C)nc4C)c(Cl)c3N2)cc1 (configuration not stated)
→ 5, 33, 2, -7, -2.6, 3, 1, 6, 16, -11, -2
O=C(OCc1nnc(-c2ccccc2)o1)c1ccccc1
→ 1, -13, -54, -7, 0.8, -20, -9, 1, -10, 7, -3
COc1ccc(C2CC(=O)Nc3sc(=N)c4c(N)c(C#N)c(N)nc4c32)cc1OC (configuration not stated)
→ 11, 1, -5, -7, -1.4, 9, 18, 8, 22, 8, -4
COC(CNC(=O)c1ccc(CS(=O)(=O)c2c(Cl)cccc2Cl)o1)OC
→ 6, 3, 13, -2, 0.9, 3, -2, -2, 20, 2, 0
Cc1cc(OCC(=O)N2CCc3ccccc3C2)c(C)cc1Br
→ -6, -19, -76, -9, -0.4, -13, -5, 18, -104, 7, /
Cn1cccc1C(=O)NC(=O)COC(=O)c1ccc(S(C)(=O)=O)cc1
→ -1, -3, 0, -12, 3.0, 3, 27, 11, 7, -4, /
CC(=O)c1cc(NC(=O)c2cccc(C(F)(F)F)c2)c(=O)oc1/C=C/N(C)C
→ -3, -17, 14, -6, 2.4, 0, -2, -15, 4, -11, -1
Cc1cc(Br)cn2c(CC(C)(C)C)c(C3CCCCC3)nc12
→ /, 5, 5, 0, -0.3, /, 3, 12, 11, -6, /
Cc1ccccc1OCC(=O)NNC(=S)NC(=O)c1ccco1
→ 10, 10, -78, -8, 6.0, 18, -24, 16, 4, 15, -1
Cc1ccc(NC(=O)COC(=O)/C=C/c2ccc(Br)o2)cc1S(=O)(=O)N(C)C
→ -3, 6, 3, -6, 0.5, 1, -6, 5, 13, -1, -2
COCCN(C(=O)COC(=O)Cc1ccc(Cl)cc1Cl)c1c(N)n(Cc2ccccc2)c(=O)[nH]c1=O
→ 7, -9, 6, 1, -0.4, 0, 5, -16, 17, -5, 1
CN1CCN(c2ccc(CNC(=O)C3(C)Cc4c(-c5ccccc5)ccnc4O3)cc2)CC1 (configuration not stated)
→ /, 5, 9, 6, -0.1, /, -18, 6, 0, -17, /
COC(=O)C1=C(C)NC(=O)NC1c1ccc([N+](=O)[O-])o1 (configuration not stated)
→ 4, 9, -2, -2, 1.0, 14, -17, 3, 1, -4, 4
CCOc1ccc(-n2c(C)nnc2SCC(=O)N(CC)CC)cc1
→ -3, 19, 3, 2, 0.6, -2, 3, 0, 15, -5, -1
COc1ccc(-c2nnc(SCc3ccc(C(=O)O)cc3)n2N)cc1
→ -3, /, 13, -7, 0.6, -10, -26, 12, 13, -16, 0
CCOc1ccc(OCCn2c(S(=O)(=O)O)nc3c(N)ncnc32)cc1
→ 1, 7, 9, 3, -0.3, -3, -15, -5, -4, 9, /
Cc1cnc(C(=O)NC2CCSc3ccccc32)cn1 (configuration not stated)
→ -6, 5, 1, -6, 0.6, -3, -8, -16, -17, -6, 3
CC(OC(=O)Cc1n[nH]c(=O)c2ccccc12)C(=O)Nc1ccc(F)cc1Cl (configuration not stated)
→ 2, 10, -1, -8, 0.1, -7, -26, -12, 15, 21, 1
COc1cc2c(c(NC(C)=O)c1)N(C(C)=O)CCC2
→ -2, -7, 15, -5, -0.8, -10, -26, -1, 8, 6, /
CCN1c2ccc(S(=O)(=O)N3CCOCC3)cc2N(Cc2ccc(OC)cc2)C1C (configuration not stated)
→ -5, -1, 3, -8, 0.9, -15, -3, 16, 13, 4, 2
COc1cccc(CNC(=O)C2CCN(Cc3cnn(-c4ccccc4)c3-n3cccc3)CC2)c1
→ 0, 21, 2, 6, -1.3, -4, -20, -2, 7, 9, 5

By substructure: the compounds so far with an aryl methoxy group.
Value order: EBV LMP1 NFkB, Shn3 inh set2, Peg3 prom inh, KKLEB tox, hiPSC survival, MITF TRPM1 inh, NR2E3 ag-2, CF NFkB inh, HIF-2a inh, C8 TRAIL sens, NR2E3 ag-1
COc1cccc(C2c3[nH]c4ccccc4c3CCN2Cc2cnc(C)s2)c1OC (configuration not stated)
→ 9, 59, 13, -11, -0.2, 51, -33, 8, 8, -2, -2
CCC(C)c1ccccc1NC(=O)COC(=O)CCc1cc(OC)c(OC)c(OC)c1 (configuration not stated)
→ 0, -5, -4, -18, 0.8, 1, 1, -6, 8, -11, -6
COc1ccc(Oc2cc(Cl)nc(N)n2)cc1
→ -3, -7, 16, -1, 2.5, -1, -7, 23, 20, -2, 5
COc1ccc(C2CC(C(F)(F)F)n3nc(C(=O)N(C)Cc4cn(C)nc4C)c(Cl)c3N2)cc1 (configuration not stated)
→ 5, 33, 2, -7, -2.6, 3, 1, 6, 16, -11, -2
COc1ccc(C2CC(=O)Nc3sc(=N)c4c(N)c(C#N)c(N)nc4c32)cc1OC (configuration not stated)
→ 11, 1, -5, -7, -1.4, 9, 18, 8, 22, 8, -4
COc1ccc(-c2nnc(SCc3ccc(C(=O)O)cc3)n2N)cc1
→ -3, /, 13, -7, 0.6, -10, -26, 12, 13, -16, 0
COc1cc2c(c(NC(C)=O)c1)N(C(C)=O)CCC2
→ -2, -7, 15, -5, -0.8, -10, -26, -1, 8, 6, /
CCN1c2ccc(S(=O)(=O)N3CCOCC3)cc2N(Cc2ccc(OC)cc2)C1C (configuration not stated)
→ -5, -1, 3, -8, 0.9, -15, -3, 16, 13, 4, 2
COc1cccc(CNC(=O)C2CCN(Cc3cnn(-c4ccccc4)c3-n3cccc3)CC2)c1
→ 0, 21, 2, 6, -1.3, -4, -20, -2, 7, 9, 5

Source: PubChem (several laboratories)
